Rac1 wt modul: modulators of human Rac1 wildtype GTP binding; P63000; GST-Rac1 beads, fluorescent GTP binding, flow cytometry; actives lie on both sides; 0 = cold GTP competed, 100 = untreated; GTP binding activity (% of control), % at 10 µM; 190,000 tested, 0.27% active; AID 757;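 active = GTP binding activity at least 20 points away from the 100% control level, either lower or higher; inconclusive = compound flagged as likely green fluorescent, judged across all proteins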
ABCG2 inh: blocks JC-1 efflux by human ABCG2 transporter. AID 1325. inhibition, % at 6.6 µM. IgMXP3 cells, flow cytometry. Q9UNQ0. 190,000 tested, 0.1% active;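 active = inhibition above 80%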;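 also: 0% = DMSO and 100% = nicardipine control wells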
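Times: 10 min at 25 °C | Test system: Two drug-resistant human cell lines, ABCG2 and ABCB1 | Quantity: 3 million cells/mL final, two lines in 1:1 ratio | Signal: Flow cytometry, 530 nm JC-1 signal | Dosing: Compound at 6.6 µM | Controls: Nicardipine and DMSO wells | Reagent: JC-1 as fluorescent efflux pump substrate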
Mcl1 Noxa PPI: Mcl-1/Noxa interaction inhibition | Q07820 | TR-FRET Mcl-1/Noxa peptide binding, 2 h | inhibition, % at 21.7 µM | 220,000 tested, 1.5% active | AID 1022;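 active = compounds that cut the protein-peptide binding signal by more than 50% relative to plate controls in a single-dose test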;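 also: His-tagged Mcl-1 with rhodamine Noxa BH3 peptide and terbium anti-His antibody; 0% = Mcl-1 plus Noxa peptide wells and 100% = peptide-only wells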
Target sequence (Q07820 whole entry, looked up): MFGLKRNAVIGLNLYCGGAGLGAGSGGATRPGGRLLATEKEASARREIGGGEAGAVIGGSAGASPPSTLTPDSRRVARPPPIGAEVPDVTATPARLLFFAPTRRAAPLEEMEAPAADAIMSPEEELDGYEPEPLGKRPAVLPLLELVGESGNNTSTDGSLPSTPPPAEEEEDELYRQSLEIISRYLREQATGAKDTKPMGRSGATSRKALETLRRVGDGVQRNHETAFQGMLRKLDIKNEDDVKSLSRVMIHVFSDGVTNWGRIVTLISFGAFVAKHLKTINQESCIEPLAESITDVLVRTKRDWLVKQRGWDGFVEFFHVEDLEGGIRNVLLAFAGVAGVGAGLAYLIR
HRas wt GTP: modulators of GTP binding to human HRas wildtype; P01112; GST-Ras wt beads, Bodipy-FL-GTP binding, flow cytometry; actives lie on both sides; GTP binding activity, % at 10 µM; 190,000 tested, 0.14% active; AID 759;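 active = GTP binding activity at least 20% away from the 100% baseline, either lowered as inhibitor or raised as activator; inconclusive = flagged as likely green fluorescent, judged across all proteins in the well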;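 also: 0% = unlabeled GTP competition control and 100% = no-compound control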
Target sequence (P01112 whole entry, looked up): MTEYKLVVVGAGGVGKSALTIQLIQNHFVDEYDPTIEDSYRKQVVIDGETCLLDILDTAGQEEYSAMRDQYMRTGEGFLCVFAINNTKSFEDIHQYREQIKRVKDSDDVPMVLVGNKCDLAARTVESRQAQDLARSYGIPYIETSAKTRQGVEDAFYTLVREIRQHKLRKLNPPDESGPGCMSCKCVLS
Cdc42 wt GTP: modulators (inhibitors or activators) of GTP binding to human Cdc42 wildtype; P60953; GST-Cdc42 beads, Bodipy-GTP binding, flow cytometry; actives lie on both sides; percent activity (GTP binding), % at 10 µM; 190,000 tested, 0.2% active;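 active = percent activity GTP binding at least 20 points away from the 100% baseline, either down as inhibitor or up as activator; inconclusive = compound flagged as likely green fluorescent from well-wide comparison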;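 also: median bead fluorescence of bound Bodipy-FL-GTP at 100 nM; 0% = excess unlabeled GTP control and 100% = no compound control; below 100% means less GTP binding so inhibitor and above means activator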
Target sequence (P60953 whole entry, looked up): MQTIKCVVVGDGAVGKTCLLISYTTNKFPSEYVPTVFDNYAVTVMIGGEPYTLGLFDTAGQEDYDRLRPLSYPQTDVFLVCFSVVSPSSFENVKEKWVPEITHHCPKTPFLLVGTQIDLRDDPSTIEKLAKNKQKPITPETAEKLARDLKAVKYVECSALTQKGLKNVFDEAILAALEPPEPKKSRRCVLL
Pf gametocyte: P. falciparum stage V gametocyte viability inhibition; P. falciparum stage V gametocytes, ATP luminescence, 24 h; inhibition, % at 10.9 µM; 150,000 tested, 0.065% active;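 active = inhibition above the mean plus 3 SD of compounds within the control limits, set per campaign, cut at about 38% in these data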;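 also: 0% = DMSO wells and 100% = medium only without gametocytes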
ABCB1 block: inhibitors of human ABCB1 transporter, ABCG2 counter-screen; AID 1326; inhibition, % at 6.6 µM; CCRF-Adr cells, JC-1 efflux, flow cytometry; 190,000 tested, 0.067% active; in the data active = inhibition above about 40%;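 also: 0% = vehicle and 100% = reference inhibitor; higher value means more JC-1 retained so stronger ABCB1 efflux block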
Rab7 wt modul: alters GTP binding to wildtype dog Rab7; GST-Rab7 beads, fluorescent GTP binding, flow cytometry; actives lie on both sides; untreated = 100%, excess cold GTP = 0%; GTP binding activity (percent of control), % at 10 µM; 190,000 tested, 0.055% active;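 active = fluorescent GTP binding to Rab7 beads changed by at least 20 points from the 100% baseline, either direction, mostly lower; inconclusive = compound itself probably fluorescent, or too few beads counted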;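 also: median green fluorescence of bound Bodipy-FL-GTP per Rab7 bead population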
Rab2 wt GTP: changes GTP binding to wildtype dog Rab2A, up or down. GST-Rab2 wt beads, Bodipy-GTP binding, flow cytometry. GTP binding activity, % at 10 µM. 190,000 tested, 0.19% active. P61105. AID 760;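 active = GTP binding activity at least 20 points away from 100%, either lowered or raised; inconclusive = signal likely due to the compound's own green fluorescence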;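 also: 0% = beads with excess unlabeled GTP and 100% = no-compound control corrected for plate trend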
Avidin fluor: compound fluoresces at 488/530 nm on avidin beads; fluorescence (KMESF) at 10 µM; AID 1775; compound fluorescence 488/530 nm, flow cytometry; stronger effect = higher value; 220,000 tested, 0.38% active; in the data active = fluorescence above about 47; also: inactives centre near 10
Rac1 act GTP bind: modulators of GTP binding to human Rac1 activated mutant. P63000. GST-Rac1 activated beads, fluorescent GTP binding, flow cytometry; actives lie on both sides; 100% means binding = to untreated wells. percent activity (GTP binding), % at 10 µM. 190,000 tested, 0.11% active. AID 764;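 active = GTP binding at least 20 percentage points away from the 100% baseline, in either direction, so actives lie on both sides; inconclusive = Compound likely fluorescent itself, or too few beads counted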
The depositor's hits bear a star; ? = inconclusive; · = not tested or not shown.

SMILES	Rac1 wt modul	ABCG2 inh	Mcl1 Noxa PPI	HRas wt GTP	Cdc42 wt GTP	Pf gametocyte	ABCB1 block	Rab7 wt modul	Rab2 wt GTP	Avidin fluor	Rac1 act GTP bind
Cc1ccc(S(=O)(=O)N2CCN(CC(=O)Nc3ccc([N+](=O)[O-])cc3)CC2)cc1C	103	1	9	100	99	3	0.8	101	102	1	96
O=C(CSc1n[nH]c(=O)[nH]c1=O)c1cccc([N+](=O)[O-])c1	93	0	-18	96	91	4	0.0	101	93	24	92
Cc1ccc(S(=O)(=O)N(CC(=O)NCCSC2CCCCC2)c2ccccc2F)cc1	99	1	9	94	98	-12	0.8	95	96	7	98
Cc1cc(C(=O)CSc2nc3ccccc3n2C)c(C)n1C	93	3	·	97	96	·	1.2	97	96	9	96
COc1ccc(C2C(C(C)=O)=C(O)C(=O)N2C)c(OC)c1 (stereo not given)	103	2	20	105	102	11	0.1	101	99	22	99
CCOC(=O)c1cc2sc(C)cc2n1CC(=O)Nc1ccc2c(c1)OCCO2	?	2	9	?	?	-5	1.0	?	?	8	?
O=C(/C=C/c1ccc(F)cc1)Nc1cc(S(=O)(=O)N2CCOCC2)ccc1N1CCCC1	103	1	-5	99	100	·	0.7	96	98	14	99
O=C(CSc1nc2c(cnn2-c2ccc(F)cc2)c(=O)[nH]1)Nc1nccs1	104	3	-63	104	102	·	0.7	104	101	6	98
O=C(O)c1ccccc1C(=O)c1ccc(N2CCCC2)c([N+](=O)[O-])c1	97	3	-3	95	97	·	0.6	97	92	9	89
C/C(Cl)=C\COc1cc(C)nc2c(Br)cccc12	95	6	16	95	94	14	0.8	102	95	11	93
CCOC(=O)c1sc2nc3c(cc2c1N)COC(C)(CC)C3 (stereo not given)	98	5	32	99	97	1	0.5	100	97	17	94
COC(=O)N/N=C/c1ccc([N+](=O)[O-])o1	99	-1	-7	98	103	-4	0.2	102	99	7	99
O=c1[nH][nH]cc1C=Nc1ccccc1Cl	99	5	-7	98	93	-7	1.1	104	97	12	97
O=C(NC1C=CS(=O)(=O)C1)c1sc2ccccc2c1Cl (stereo not given)	102	17	-8	100	100	·	0.6	104	100	12	97
CCC(=O)Oc1ccc(-c2cnc3ccccc3n2)cc1	92	11	·	95	95	18	0.2	94	93	10	92
CCOc1ccc(OCCOc2cccc(C(F)(F)F)c2)cc1	98	1	-6	102	99	·	0.6	96	101	13	99
CNC(=O)COC(=O)/C=C/c1c(C)nn(-c2ccccc2)c1C	103	14	-6	98	99	11	0.5	100	99	6	98
CN1CCN(C(=O)c2ccc(COc3ccc(C(C)(C)C)cc3)o2)CC1	102	2	5	100	101	·	0.6	101	99	6	99
Cc1ccn(C(=O)c2cc3cc(Cl)ccc3oc2=O)n1	92	3	15	93	95	4	0.7	92	93	15	92
COCCn1c(C)cc(C(=O)CSc2nc3ccccc3c(=O)n2Cc2ccco2)c1C	103	32	15	99	96	2	19	100	98	14	100
COc1ccccc1/C=N\Nc1cc(C)nc(-n2nc(C)cc2C)n1	95	0	-8	93	100	-37	0.0	95	90	13	98
CCn1c(NC(=O)C(C)C)c2ccccc2nc1=O	102	1	-13	100	97	·	0.2	107	100	3	95
O=C(Nc1ccc(Cl)c(S(=O)(=O)N2CCOCC2)c1)c1ccc(OCC2CCCO2)cc1 (stereo not given)	95	1	4	97	95	·	0.0	102	97	11	95
O=C(NCc1ccccc1)c1cccc(COc2ccccc2Cl)c1	103	3	10	102	105	·	0.2	98	104	10	100
Cc1cnc(N2C(=O)c3ccc([N+](=O)[O-])cc3C2=O)s1	98	1	5	100	98	-22	0.5	107	96	8	98
CCCn1c(=O)c(C(=O)NCc2ccc(OC)c(OC)c2)c(O)c2ccccc21	94	0	2	96	93	·	0.0	95	97	7	93
COc1ccc(/C=N/NC(=O)c2cccc(NC(=O)c3ccccc3)c2)c(C(=O)O)c1OC	103	6	13	99	100	-12	0.2	98	94	4	100
Cc1ccc(NC(=O)Cn2c3ccc(F)cc3c3nc4n(c(=O)c32)CCS4)cc1F	96	28	1	97	96	-9	7.8	97	94	10	93
COC(=O)c1ccc(CSc2nc3ccccc3c(=O)n2Cc2ccco2)o1	96	6	4	97	95	·	2.1	101	97	4	96
COc1ccc(C2=NOC(C(=O)Nc3cccnc3Cl)C2)cc1 (stereo not given)	104	0	-3	99	98	9	0.1	98	97	8	97
O=C(NCc1ccccc1Cl)c1ccc(Cn2cc(C(F)(F)F)ccc2=O)cc1	111	14	8	103	102	5	1.6	103	100	12	101
O=C(COC(=O)c1ccc(S(=O)(=O)Nc2ccccc2)cc1)NCc1ccco1	102	0	-3	101	100	-14	-0.1	103	101	6	98
Cc1ccc(C2C3=C(NCCN=C3c3ccccc3)C(=O)N2c2ccccc2)cc1 (stereo not given)	101	2	9	101	101	·	0.8	101	99	10	98
Cc1cc(OCCOCCNC(C)C)cc(C)c1Cl	105	3	14	106	105	·	0.9	106	103	14	99
CCOC(=O)c1cnc(SC2CCc3ccccc3C2=O)nc1N (stereo not given)	95	1	6	96	94	·	0.0	92	94	9	91
CCN(CC)c1ccc(NC(=O)COC(=O)c2cccs2)cc1	103	0	30	100	101	-28	-0.1	97	99	28	100
O=C1N(c2ccccc2)C[C@@H]2C[C@@H](c3cccs3)N3CCC[C@@]123	99	0	35	94	94	10	-0.3	95	95	8	96
CCOC(=O)c1c(NC(=O)c2cccnc2)sc(C)c1C	96	1	-2	96	96	·	0.4	99	97	14	96
CCCCN(CCCC)CCNC(=O)Cc1nc2c(c(=O)[nH]c(=O)n2C)n1C	95	0	17	96	95	·	0.0	99	95	8	97
Cc1ccc(NC(=S)N2CCCC(c3nc4ccc(C)cc4[nH]3)C2)c(C)c1 (stereo not given)	100	6	3	98	99	·	0.1	98	99	6	100
COc1ccccc1NC(CC(=O)c1ccccc1)C(=O)OCC(=O)c1ccc(C)c(C)c1 (stereo not given)	103	32	2	99	102	-1	1.6	98	97	11	100
Cc1cc(=O)n(-c2ccc(C(=O)O)cc2)[nH]1	103	-2	0	101	101	-19	-1.0	106	102	14	98
CC1CN(C(=O)c2cccc(C(=O)N3CC(C)OC(C)C3)c2)CC(C)O1 (stereo not given)	102	2	13	100	96	-34	0.2	98	99	7	98
CC(=O)Nc1ccc(NC(=O)CN(C)CC(=O)Nc2ccccc2Br)cc1	98	-1	9	97	94	·	-0.3	92	95	4	96
O=S(=O)(/N=C(/Nc1ccccn1)c1ccc(Cl)cc1)c1ccc(Cl)cc1	101	6	-4	96	95	-1	0.5	90	95	4	97
Cc1cc(=O)n(C2CCS(=O)(=O)C2)[nH]1 (stereo not given)	99	-2	-3	98	97	·	-0.7	104	99	12	94
COc1cc(CCC(=O)OCC(=O)Nc2ncc(Cl)cc2Cl)cc(OC)c1OC	100	10	22	102	102	-19	1.0	104	103	8	99
Cc1cc(C)nc(NS(=O)(=O)c2ccc(NC(=O)c3ccco3)cc2)n1	104	13	2	101	100	2	0.7	100	101	12	99
CC1CCCCN1CC(O)COCCC12CC3CC(CC(C3)C1)C2 (stereo not given)	95	-1	-56	97	96	13	-0.4	94	97	8	95
CC(=O)N1CC=CC1(CC(C)C)C(=O)NCc1cc(F)cc(C(F)(F)F)c1 (stereo not given)	102	0	-7	100	101	·	0.7	98	98	11	98

(next part)
SMILES	Rac1 wt modul	ABCG2 inh	Mcl1 Noxa PPI	HRas wt GTP	Cdc42 wt GTP	Pf gametocyte	ABCB1 block	Rab7 wt modul	Rab2 wt GTP	Avidin fluor	Rac1 act GTP bind
CC(C(=O)O)c1ccc(N2Cc3ccccc3C2=O)cc1 (stereo not given)	102	0	22	99	98	·	0.8	94	95	10	99
CN(C(=O)COC(=O)/C=C/c1cn(-c2ccccc2)nc1-c1ccc2c(c1)OCCO2)C1CCS(=O)(=O)C1 (stereo not given)	97	2	12	98	96	-24	-0.9	103	97	10	96
COc1ccc(-n2nnnc2SCC(=O)c2ccc3c(c2)OCCO3)cc1	97	3	-88	94	95	-1	0.5	91	94	21	94
COc1ccc(/C=C/C2=CC(C)(C)NC(=S)N2)cc1	93	9	6	91	97	·	0.0	97	93	8	93
CCC(C(=O)Nc1nc(C)c(C(=O)OC)s1)c1ccccc1 (stereo not given)	95	10	-3	99	97	-6	1.8	97	98	9	97
CCc1ccc(-c2csc(NC(=O)Oc3ccccc3)n2)cc1	106	0	13	103	106	10	-0.2	103	103	14	99
C=C1C(C(=O)Nc2cccc(OC)c2)C1C(=O)Nc1cccc(OC)c1 (stereo not given)	95	30	3	95	94	·	0.6	102	98	18	93
Cc1cc(C(F)(F)F)nn1Cc1n[nH]c(=S)n1-c1ccc(Cl)cc1	100	0	17	101	102	-11	0.2	96	101	8	97
COc1cc(/C=N/N2CCN(C3c4ccccc4-c4ccccc43)CC2)cc(OC)c1OC	97	2	-13	98	99	-11	1.7	99	97	7	99
O=Nc1c2ccc[nH]c-2c2ccc([N+](=O)[O-])cc12	98	13	21	95	95	19	0.4	96	93	11	94
CCc1c(C)[nH]c2ccc(C)cc2c1=O	106	3	16	103	103	·	0.3	100	101	15	99
CCO[C@H]1OC(C(=O)N2CCCCCCC2)=C[C@@H](c2ccc(C(F)(F)F)cc2)[C@@H]1CCCO	98	6	-2	97	96	·	2.5	95	94	6	95
CCOc1ccc(C(=O)CCNC(Cc2cnc[nH]2)C(=O)O)cc1 (stereo not given)	98	3	6	97	95	-4	1.2	93	95	31	97
COC(=O)c1c(NC(=S)NN2CCOCC2)sc2c1CCCC2	99	6	-11	97	93	9	1.4	103	97	5	95
O=C(CNC(=O)c1ccc(Oc2ccccc2)cc1)OCc1ccc(Br)cc1	101	28	-3	101	102	4	2.5	95	98	12	99
CCn1c2ccccc2c2nnc(SCC(=O)Nc3cc(C)on3)nc21	96	3	-15	98	97	·	0.0	102	96	9	95
COc1cc(OC)cc(C(=O)N[C@H](C(=O)Nc2ccc(S(=O)(=O)N(C)C)cc2)C(C)C)c1	102	5	14	99	99	·	1.1	105	102	13	96
